Rpn11 block – blocks the human proteasome subunit Rpn11 | actives 0.59% (n = 360,000) | AID 588493 | human 26S proteasome, Ub4-pepOG fluorescence polarization; 20S core pre-blocked with epoxomicin | calls only at 20 µM | O00487;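 active = inhibition at 20 µM, scaled to each plate's controls, above about 33%, limit read from the data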
Target sequence (O00487 whole entry, looked up): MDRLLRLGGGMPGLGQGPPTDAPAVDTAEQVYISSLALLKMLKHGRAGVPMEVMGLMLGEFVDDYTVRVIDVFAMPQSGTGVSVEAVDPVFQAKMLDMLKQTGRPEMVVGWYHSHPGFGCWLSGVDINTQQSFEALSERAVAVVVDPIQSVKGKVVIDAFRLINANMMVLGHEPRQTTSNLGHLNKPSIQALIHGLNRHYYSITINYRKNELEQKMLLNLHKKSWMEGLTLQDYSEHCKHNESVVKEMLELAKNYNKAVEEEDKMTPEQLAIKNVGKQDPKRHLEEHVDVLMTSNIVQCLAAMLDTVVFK
MLLE-PAM2 inh – blocks PAM2 peptide binding to the PABP1 MLLE domain; P11940; GST-MLLE / FITC-PAM2 fluorescence polarization; inhibition, % at 20 µM; actives 0.36% (n = 360,000); in the data active = inhibition above about 35%, passing the limit was not always enough;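 also: plate controls were DMSO wells with GST-MLLE for no effect and wells lacking GST-MLLE protein for full effect; some results filed as inactive read as strong as hits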
LMPTP inh – blocks human LMPTP phosphatase; recombinant LMPTP-A, OMFP fluorogenic substrate, fluorescence intensity; inhibition, % at 20 µM; actives 0.22% (n = 360,000);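 active = compounds that cut the enzyme signal by at least half of the control window in the single-dose screen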;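 also: plate controls were DMSO wells with enzyme plus substrate for no effect and substrate without enzyme for full effect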
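Test system – LMPTP-A phosphatase enzyme · Quantity – 0.625 nM LMPTP-A final · Reagent – OMFP substrate, 400 µM final · Dosing – one test concentration per compound, 20 µM, with 3% DMSO overall · Timing – 50 min enzyme reaction at room temperature, protected from light · Detection – fluorescence intensity · Controls – substrate-only low control, DMSO enzyme-plus-substrate high control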
TbMetRS inhib – Trypanosoma brucei MetRS inhibition; inhibition, % at 11.9 µM; AID 624268; actives 0.4% (n = 360,000); purified T. brucei MetRS, ATP depletion, Kinase-Glo luminescence;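 active = inhibition above a per-plate cutoff of the control wells' mean inhibition plus 3 SD, cut at about 5.5% in these data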;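 also: 0% = DMSO wells median and 100% = median of wells with control inhibitor compound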
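Material: T. brucei methionyl-tRNA synthetase, purified; reagent: substrates ATP, L-methionine and bulk Escherichia coli tRNA; dosing: 11.9 µM single point; timing: 15 min plus 2 h at 25 °C; detection: luminescence of leftover ATP; evaluation: % inhibition; control set: DMSO-only wells as low control; replicates: singlicate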
NadD block – blocks S. aureus nicotinate mononucleotide adenylyltransferase | AID 602399 | purified NadD enzyme, colorimetric absorbance read-out | actives 0.78% (n = 360,000) | inhibition, % at 20 µM; in the data active = inhibition above about 26%; also: some compounds past the cut are filed as inactive
CSN inh – blocks human CSN-mediated cullin deneddylation. Q92905. Purified CSN, SCF-Nedd8-OG deneddylation, fluorescence polarization. inhibition, % at 12.5 µM. actives 0.38% (n = 360,000);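 active = pattern-corrected inhibition above about 35%, with an unprinted fluorescence ratio check between 0.5 and 1.5, limit read from the data, passing the limit was not always enough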;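 also: 0% = enzyme with substrate and 100% = substrate without enzyme; some results filed as inactive read as strong as hits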
Target sequence (Q92905 whole entry, looked up, one chain of several): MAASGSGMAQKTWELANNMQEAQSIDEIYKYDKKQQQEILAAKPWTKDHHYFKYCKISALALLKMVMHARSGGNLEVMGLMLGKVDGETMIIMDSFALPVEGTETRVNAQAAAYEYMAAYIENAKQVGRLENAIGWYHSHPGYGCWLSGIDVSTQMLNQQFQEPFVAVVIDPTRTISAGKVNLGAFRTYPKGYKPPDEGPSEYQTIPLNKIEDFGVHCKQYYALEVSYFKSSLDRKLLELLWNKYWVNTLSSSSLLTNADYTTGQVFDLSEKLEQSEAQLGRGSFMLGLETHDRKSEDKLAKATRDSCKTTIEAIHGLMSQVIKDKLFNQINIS
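assay system = purified human Csn5 enzyme expressed in HEK293T cells | amount = 0.24 nM enzyme | buffer or medium = Tris/NaCl/DTT buffer, pH 7.5 | reagent = 10 nM SCFSkp2-Nedd8OG | compound = one concentration, 12.5 µM, 0.25% DMSO | times = 90 min reaction at room temperature | signal = FP | read-out basis = % inhibition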
DNMT1 block – blocks human DNA methyltransferase DNMT1 | inhibition (reported as % activation of signal), % at 10 µM | actives 0.83% (n = 360,000) | DNMT1 molecular beacon, Hinp1I cleavage, fluorescence | P26358; in the data active = inhibition above about 50%
Scp-1 inhibitor – Scp-1 (human) phosphatase inhibition; Q9GZU7; Recombinant Scp1, phosphopeptide, malachite green phosphate absorbance; inhibition, % at 20 µM; actives 0.88% (n = 340,000); AID 493091;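 active = inhibition above about 50% at 20 µM, limit read from the data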;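 also: plate controls were DMSO wells with enzyme for no effect and wells lacking enzyme for full effect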
Target sequence (Q9GZU7 76-261 limits assumed): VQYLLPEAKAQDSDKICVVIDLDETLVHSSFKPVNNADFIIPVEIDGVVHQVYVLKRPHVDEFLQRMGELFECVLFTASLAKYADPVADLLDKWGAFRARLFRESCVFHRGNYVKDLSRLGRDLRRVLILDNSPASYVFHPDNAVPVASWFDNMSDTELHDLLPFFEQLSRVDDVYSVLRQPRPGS
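Times: enzyme reaction 45 min at room temperature, colour 5 min, stabilisation 30 min. Material: SCP-1 catalytic fragment, aa 76-261. Medium: Acidic Tris acetate buffer with magnesium and detergent. Signal: colorimetric free-phosphate detection, absorbance 630 nm. Read-out basis: % inhibition of SCP-1 phosphate liberation. Reagent: Phosphorylated 17-residue peptide substrate.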
STEP block – blocks human striatal-enriched tyrosine phosphatase; recombinant STEP, OMFP fluorogenic substrate, fluorescence; inhibition, % at 20 µM; actives 0.25% (n = 360,000);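 active = inhibition at 20 µM, scaled per plate between control wells, above about 37%, limit read from the data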;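 also: 0% = DMSO with enzyme and substrate and 100% = substrate only without enzyme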
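medium = Bis-Tris buffer pH 6.0, 2.5 mM DTT, 0.005% Tween 20 | test system = STEP (striatal-enriched tyrosine phosphatase) enzyme, cell-free | measure = normalized % inhibition | compound dosing = 20 µM, 1% DMSO | also added = 25 µM OMFP | schedule = reaction 20 min, ambient temperature | measured by = fluorescence read at 480 nm ex / 540 nm em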
SUMO1 PPI mod – alters human SUMO1 binding to SIM partners. actives 0.33% (n = 360,000). P63165. inhibition, % at 20 µM. AID 602429. SUMO1 binding to a labelled peptide, TR-FRET, 1 h; in the data active = inhibition above about 37%
Target sequence (P63165 whole entry, looked up): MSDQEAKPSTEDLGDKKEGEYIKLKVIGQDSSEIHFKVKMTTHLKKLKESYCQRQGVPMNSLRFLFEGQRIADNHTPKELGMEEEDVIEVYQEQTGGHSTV
The depositor's hits bear a star; i = inactive; . = not tested or not shown. The order is random; overall some 3.6% were active at least once.

Molecule,Rpn11 block,MLLE-PAM2 inh,LMPTP inh,TbMetRS inhib,NadD block,CSN inh,DNMT1 block,Scp-1 inhibitor,STEP block,SUMO1 PPI mod
Cc1c(NC(=O)c2c([N+](=O)[O-])cnn2C)c(=O)n(-c2ccccc2)n1C,i,7,-2.2,-0.2,-7,-6,1,-8,-3,-4
S=C(NCCc1ccccc1)N1CCC2CC1c1cc(-c3ccc4c(c3)OCO4)ccc12 (stereo not drawn),i,-55,4.2,0.4,-2,-3,-5,.,1,-1
CC1CCc2sc(C(=O)NN)cc2C1 (stereo not drawn),i,-115,-0.4,-0.1,-7,0,-2,-7,-2,0
CCn1cc(C(=O)O)c(=O)c2cc(F)c(N3CCN(C(=S)NC(=O)c4cccc(C)c4)CC3)cc21,i,-54,60*,-0.6,5,0,-3,-12,2,5
Cc1cc2oc(C(=O)Nc3c(C)n(C)n(-c4ccccc4)c3=O)c(C)c2cc1Cl,i,9,0.0,-0.5,5,-1,-1,1,-2,1
Cc1ccc(Nc2nc(NCC3CCCO3)nc(N)c2[N+](=O)[O-])cc1 (stereo not drawn),i,12,-0.2,-1.4,0,-3,8,6,3,2
O=C(COC(=O)c1c2c(nc3ccccc13)CCCC2)Nc1ccc2c(c1)OCO2,i,-7,1.9,2.3,6,-4,-16,0,6,9
Cc1ccccc1-n1c([C@@H]2C[C@H]2c2ccccc2)n[nH]c1=S,i,-20,0.1,0.3,-7,23,2,-1,-1,5
CC(=O)Nc1ccc(N=Nc2ccc(O)cc2)cc1,i,10,-1.1,0.0,0,-3,-4,-10,-1,-30
Cc1ccc(/C=C/c2ccc(N(C)C)cc2)[n+](C)c1,.,-176,6.0,-0.1,0,47*,-1,14,0,-104
CN1/C(=C/C(=O)c2cccs2)Sc2ccccc21,i,39,0.5,-0.5,5,-2,1,.,3,-13
Cc1nc(SCC(=O)NC2CC2)c2c(C)c(C)sc2n1,i,-4,-0.1,0.0,5,-1,16,-4,2,-1
O=C(/C=C/c1cccc([N+](=O)[O-])c1)N1CCN(Cc2ccccc2)CC1,i,-4,-0.2,-0.4,-2,-2,1,-7,-3,-25
O=C(OCC(=O)N1CCC(Cc2ccccc2)CC1)c1ccc(CO)cc1,i,10,0.4,-0.1,0,3,5,-8,-2,12
COc1cccc(NC(=O)CSc2nnc(Cn3cnc([N+](=O)[O-])n3)n2C)c1,i,-1,0.1,-0.6,-5,2,-5,-6,-1,-16
CN(C)CCCN(C(=O)c1ccc(S(=O)(=O)N2CCCCCC2)cc1)c1nc2cc3c(cc2s1)OCCO3,i,-3,0.6,-0.5,-3,5,-2,1,5,1
COCc1nnc(NC(=O)c2cccc(NC(=O)c3ccccc3)c2)s1,i,-6,-1.0,-0.8,-6,3,-1,9,-1,-1
CC(c1cccnc1)N(C(=O)Nc1ccccc1)C1CCCCC1 (stereo not drawn),i,8,-0.4,-0.7,4,5,8,-6,2,6
COc1ccccc1OCC(=O)N1CCCC(Nc2cccc(F)c2)C1 (stereo not drawn),i,-2,0.5,-0.3,0,6,0,-5,0,-1
OC(c1ccc(Cl)c(Cl)c1)c1ncc(-c2ccc(C(F)(F)F)cc2)[nH]1 (stereo not drawn),i,-1,2.9,3.4,5,-1,-25,.,-2,-1
COc1cc(C(=O)Nc2cccc(C(C)=O)c2)cc(OC)c1OC,i,11,-0.7,-0.3,-10,-1,0,-5,-4,6
CO/N=C/c1ccc(Oc2ccc([N+](=O)[O-])cc2[N+](=O)[O-])c(OC)c1,i,1,0.1,0.2,-8,-13,0,-12,1,-27
O=C(CSc1ccc(-c2ccccc2)nn1)NCc1ccco1,i,-3,-1.2,-0.1,-1,-2,0,-3,0,2
CC(C)Nc1nc(Nc2ccccc2Cl)c2sccc2n1,i,-2,26,0.2,-9,2,0,.,-1,-3
Cc1cccc(NC(=O)N2CCN(Cc3ccc(Cl)cc3)CC2)c1,i,-2,-1.5,-1.2,2,-5,3,2,-1,-2

3 structures from above, sorted by length of the SMILES, rising:
Molecule,Rpn11 block,MLLE-PAM2 inh,LMPTP inh,TbMetRS inhib,NadD block,CSN inh,DNMT1 block,Scp-1 inhibitor,STEP block,SUMO1 PPI mod
Cc1ccc(Nc2nc(NCC3CCCO3)nc(N)c2[N+](=O)[O-])cc1 (stereo not drawn),i,12,-0.2,-1.4,0,-3,8,6,3,2
OC(c1ccc(Cl)c(Cl)c1)c1ncc(-c2ccc(C(F)(F)F)cc2)[nH]1 (stereo not drawn),i,-1,2.9,3.4,5,-1,-25,.,-2,-1
CO/N=C/c1ccc(Oc2ccc([N+](=O)[O-])cc2[N+](=O)[O-])c(OC)c1,i,1,0.1,0.2,-8,-13,0,-12,1,-27

(list continues)
Molecule,Rpn11 block,MLLE-PAM2 inh,LMPTP inh,TbMetRS inhib,NadD block,CSN inh,DNMT1 block,Scp-1 inhibitor,STEP block,SUMO1 PPI mod
NC(=O)c1nsc(C(=O)N(CC(=O)NC2CCCC2)c2cccc(C(F)(F)F)c2)c1N,i,-2,0.1,0.4,3,-2,0,3,1,-13
CCOC(=O)c1ccc(NC(=O)Oc2ccccc2)cc1,i,-10,0.3,-1.4,-3,-3,-3,-6,-1,3
O=C(Nc1nc2c(F)c(F)c(F)cc2s1)c1ccco1,i,-4,-0.3,0.0,-3,-3,-1,1,-4,2
COc1ccc2[nH]c(=O)c(C(c3nnnn3C3CCCC3)N(C)C3CCCCC3)cc2c1 (stereo not drawn),i,-4,-0.3,-0.6,7,1,-3,-5,5,-11
O=C(CCSc1ccccn1)Nc1ccc(Br)cc1,i,-7,-1.0,0.3,2,0,-1,2,2,-1
COc1c(Cl)ccc(Cl)c1C(=O)NC(=S)N1CCOCC1,i,1,0.3,-0.6,-4,4,2,2,-3,5
N#Cc1ncc(Cl)c2ccccc12,i,-8,0.6,0.9,3,-6,6,-7,0,-11
Cc1ccc(C(=O)O/N=C(\N)c2nonc2N)cc1,i,-6,-1.9,-1.2,1,-3,1,-13,-2,2
CCN(CC)c1nc(Nc2ccc(Cl)cc2)nc(OCC#N)n1,i,-2,2.8,-0.3,1,4,-4,-5,-5,-1
CCOC(=O)C(C)Sc1nnc2n1C(C)(C)Cc1ccccc1-2 (stereo not drawn),i,-2,0.4,0.5,2,-6,-4,-6,-2,0
CC(=NCCN1CCNCC1)C1=C(O)CC(C)(C)CC1=O,i,-1,-9.6,0.2,2,0,1,-5,-1,1
O=[N+]([O-])c1ccc(-c2csc(Nc3ccccc3)[n+]2Cc2ccccc2)cc1,i,4,2.5,0.4,3,5,1,-21,2,-7
COc1cc(Cl)c(C)cc1NC(=O)COc1cc(C)nc(C(C)C)n1,i,-2,1.0,-1.0,0,4,-2,1,2,2
CCNC(=O)CSc1nnc(-c2cccc(S(=O)(=O)N3CCOCC3)c2)o1,i,-11,-0.2,-0.5,-1,-4,2,3,0,-2
CCC(C)(C(=O)NC1CCCCC1)N(C(=O)C1CCC(=O)N1)c1ccccc1 (stereo not drawn),i,2,-0.4,-0.5,12,-4,0,-3,-5,-1
CN(C(=O)c1ccc(-c2ccccc2)cc1)C1CCCCC1,i,-1,1.8,0.0,-4,-7,-1,-10,-2,3
N#CCSc1nc2ccccc2c(=O)n1CCC(=O)NCCc1ccccc1,i,14,-0.4,-0.8,-2,-4,13,-9,-24,0
COc1cc(NC(=O)c2cc3nc(C)cc(C)n3n2)c(OC)cc1Cl,i,-6,2.0,-0.4,-6,-3,-12,1,5,9
Oc1ccc(Cl)cc1C=Nc1ccc2c3c(cccc13)CC2,.,-20,0.9,0.8,2,18,-11,-13,-13,-6
O=C1C2C3C=CC(C4CC34)C2C(=O)N1Cc1ccco1 (stereo not drawn),i,-2,0.9,-1.2,0,-13,7,5,-1,-4
CCOc1ccc(N(C(=O)c2cc3ccccc3oc2=O)C2C=CS(=O)(=O)C2)cc1 (stereo not drawn),i,7,-1.6,-0.8,-2,-5,2,-7,0,0
CCOC(=O)[C@]12CCC=C1N(Cc1ccc3c(c1)OCO3)C(=O)[C@H](CC(=O)NCc1ccc(C)o1)C2,.,.,-1.1,-1.9,-1,3,.,.,.,-2
Cc1cc(SCC(=O)OCC(=O)N(C)C2CCS(=O)(=O)C2)c(C)cc1Br (stereo not drawn),i,-1,-0.4,-0.3,-4,4,0,-1,-2,1
O=C(NCCc1ccccc1)c1cnn2c(C(F)F)cc(C3CC3)nc12,i,-2,0.2,-2.0,-5,2,0,4,3,2
Cc1cccc(N2CC(C(=O)NCCC3=CCCCC3)CC2=O)c1C (stereo not drawn),i,-4,-1.4,-0.9,-6,-1,4,1,-2,3
Cc1nc2ccccn2c1C(=O)OCC#N,i,-4,-0.4,-1.0,-6,8,2,3,-3,-1
O=C(c1ccc(C(F)(F)F)cc1)n1ccc(-c2cccs2)n1,i,-7,-0.1,1.5,-3,1,2,-11,0,2
CCOc1ccc(N(CC(=O)NC2CCCC2)S(=O)(=O)c2c(C)noc2C)cc1,i,-6,-3.3,0.1,-1,-5,5,-9,0,0

Screens deposited in PubChem BioAssay by several laboratories.
